# Wnt act: activators of Wnt/beta-catenin signaling; activation, % at 9.35 µM; AID 743398; actives 1.2% (n = 300,000); Wnt/beta-catenin reporter cell assay, activator, plate reader; in the data active = activation above about 30%, passing the limit was not always enough;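 also: 0% = neutral control wells and 100% = positive control wells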
# SR-BI DiI inh: inhibitors of mouse SR-BI mediated HDL lipid uptake. actives 0.96% (n = 320,000). ldlA[mSR-BI] CHO cells, DiI-HDL uptake fluorescence, 3 h. inhibition, % at 12.5 µM. Q61009;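 active = mean replicate inhibition of at least 70% and a set share of replicates each scoring 70 or more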;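 also: 0% = median of neutral control wells and 100% = median of positive control wells; values of inactives mirror those of a sister screen read the other way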
# Target sequence (Q61009 whole entry, looked up): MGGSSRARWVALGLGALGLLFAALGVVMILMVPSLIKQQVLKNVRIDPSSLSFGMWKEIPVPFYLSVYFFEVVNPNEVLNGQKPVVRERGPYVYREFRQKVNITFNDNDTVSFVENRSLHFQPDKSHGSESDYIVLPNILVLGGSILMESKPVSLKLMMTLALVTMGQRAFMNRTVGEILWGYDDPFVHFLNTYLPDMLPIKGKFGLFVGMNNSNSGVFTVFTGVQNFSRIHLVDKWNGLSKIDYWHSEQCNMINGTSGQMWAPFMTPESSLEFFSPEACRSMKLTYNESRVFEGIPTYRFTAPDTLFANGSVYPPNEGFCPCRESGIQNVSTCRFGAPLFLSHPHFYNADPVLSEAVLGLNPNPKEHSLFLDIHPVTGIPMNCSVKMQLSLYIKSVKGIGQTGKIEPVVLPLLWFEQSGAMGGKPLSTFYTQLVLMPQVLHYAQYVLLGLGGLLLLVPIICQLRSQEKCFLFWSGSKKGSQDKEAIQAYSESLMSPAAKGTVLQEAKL
# CAL PDZ FP-1: blocks peptide binding to human CAL PDZ domain; purified CAL PDZ, TMR-peptide fluorescence polarization, 1 h; actives 0.02% (n = 330,000); inhibition, % at 20 µM; Q9HD26; AID 504414;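 active = highest replicate inhibition of at least 40%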;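 also: plate controls were DMSO neutral control wells for no effect and unlabeled competitor peptide control wells for full effect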
#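 Material – purified CerCALP PDZ construct · Detection – FP readout, S and P plane fluorescence · Measure – percent inhibition from loss of millipolarization · Controls – unlabelled peptide for full inhibition, DMSO wells as neutral · Probe or stimulus – TMR-labelled reporter peptide T*-PRC34 bound in PDZ groove · Times – 1 h at RT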
# AddAB inh: less growth of phage-infected E. coli with AddAB; E. coli expressing H. pylori AddAB, absorbance growth; inhibition, % at 11.9 µM; actives 0.29% (n = 330,000); in the data active = inhibition above about 12%;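 also: 0% = vehicle wells of infected cells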
# SR-BI uptake up: enhances SR-BI lipid uptake from DiI-HDL. CHO ldlA[mSR-BI] cells, DiI-HDL uptake fluorescence, 3 h; 100 = double the neutral-control signal. activation, % at 12.5 µM. actives 0.096% (n = 320,000). AID 504775;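 active = mean replicate activation of at least 60% and every replicate at or above 60%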;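 also: 0% = median plate neutral-control signal and 100% = twice that signal; values of inactives mirror those of a sister screen read the other way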
#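 Assay system: LDL receptor-deficient CHO ldlA cells overexpressing murine SR-BI / Medium: BSA-supplemented, HEPES-buffered Ham's F12, pH 7.4 / Probe or stimulus: DiI-labelled HDL at 10 µg/mL final / Timing: compound with DiI-HDL co-incubation, 3 h at 37 °C / Technique: bottom-read cell fluorescence after medium removal, ex 550/em 595 nm / Measure: HDL uptake via cellular fluorescence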
# MITF act: increases MITF-driven TRPM1 promoter luciferase signal; SK-MEL-5 TRPM1-promoter luciferase, 24 h; % of positive control, neutral wells = 0; activation, % at 12.5 µM; actives 0.75% (n = 300,000); AID 588334;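 active = mean activation of at least 80% with every replicate also reaching 80%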;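 also: 0% = neutral control wells and 100% = parthenolide positive control wells; values of inactives mirror those of a sister screen read the other way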
# phage Ecoli inh: E. coli growth loss with phage present; growth absorbance; inhibition, % at 11.9 µM; actives 0.26% (n = 360,000); AID 651602; in the data active = inhibition above about 11%
# E coli growth: counter-screen for AddAB inhibitors: E. coli growth inhibition | E. coli V3065 growth, OD600 absorbance, 18 h | inhibition, % at 11.9 µM | actives 0.27% (n = 330,000) | AID 449728;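 active = inhibition above the campaign's mean inhibition across all tested compounds plus 3 SD, cut at about 9.9% in these data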;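 also: uninfected addAB+ strain grown without phage in ampicillin broth; 0% = DMSO wells and 100% = ciprofloxacin 0.95 µg/ml wells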
# Tat transport: E. coli Tat transport inhibition; E. coli MC4100 TorA-mCherry Tat export, fluorescence; inhibition, % at 10 µM; actives 0.036% (n = 340,000);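 active = mean replicate inhibition at least 50% and at least half of replicates individually reaching 50%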;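 also: exported cargo escapes ClpAP degradation while cytoplasmic cargo is degraded and loses fluorescence; 0% = median of neutral control wells and 100% = median of NaSCN control wells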
# CAL PDZ FP-2: CAL PDZ (human) peptide binding inhibition. Q9HD26. purified CAL PDZ, TMR-peptide fluorescence polarization, 1 h. inhibition, % at 24.9 µM. actives 0.92% (n = 300,000). AID 602252;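 active = mean inhibition of at least 30% with at least half of replicates also reaching 30%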;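 also: 0% = DMSO neutral control and 100% = excess unlabeled competitor peptide PRC23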
# The depositor's hits bear a star; . = not tested or not shown. No enrichment for hits; overall some 3.6% were active at least once.
SMILES,Wnt act,SR-BI DiI inh,CAL PDZ FP-1,AddAB inh,SR-BI uptake up,MITF act,phage Ecoli inh,E coli growth,Tat transport,CAL PDZ FP-2
O=C(O)c1cc(N2C(=O)C3C4C=CC(C4)C3C2=O)ccc1NCc1cccnc1 (centres undefined),.,-22,-0.4,0.6,22,.,0.5,0.3,-4,-5
CC1(C)Cc2c(cnn2-c2ccccc2)C(NC(=O)CCCn2cncn2)C1 (centres undefined),5,-7,-3.1,.,7,8,0.1,.,6,-2
CN1CCC(OC(=O)COc2ccc(C(C)(C)C)cc2)CC1,.,-10,-0.1,-0.5,10,-2,3.7,0.7,6,.
Cc1onc(-c2c(F)cccc2Cl)c1C(=O)NCc1ccc2c(c1)OCO2,20,-1,-2.3,-3.0,1,5,0.3,1.8,0,2
CN(Cc1nc(-c2ccccc2)no1)C(=O)c1ccco1,3,.,-1.5,4.0,.,1,2.7,0.9,1,0
CCN(c1ccccc1)S(=O)(=O)c1ccc(C(=O)Nc2ccccn2)cc1,7,11,-1.2,-0.3,-11,42,0.8,0.7,-6,1
Cc1ccc(N(C(=O)CNC(=O)c2ccco2)C(C(=O)NCC2CCCO2)c2ccccc2)c(C)c1 (centres undefined),-1,-10,-4.2,0.2,10,5,-2.4,-1.1,-4,-3
CC(=O)c1c(C)[nH]c(C(=O)OCc2cc(-c3ccco3)on2)c1C,0,57,-0.1,0.0,-57,2,0.3,-1.9,-1,.
Cc1nn(-c2ccc(F)cc2)c(Cl)c1C(=O)OC(C)C(=O)N(C)C1CCCCC1 (centres undefined),-5,11,-0.1,1.2,-11,-7,-0.6,1.9,13,-2
Cc1c(N(C(=O)c2ccccn2)C2(C(=O)NC3CCCC3)CCCCC2)c(=O)n(-c2ccccc2)n1C,-1,-11,0.6,-2.4,11,-2,2.2,-1.3,3,2
CC(C)(C)NC(=O)C(c1ccncc1)N(Cc1cccs1)C(=O)Cn1nnc(-c2ccc(F)cc2)n1 (centres undefined),.,13,-2.5,-2.0,-13,-46,-1.9,0.1,1,-1
COc1ccc(N2CCN(C(=O)c3cccc(S(=O)(=O)N4CCOCC4)c3)CC2)cc1,-3,4,0.1,1.8,-4,2,0.2,0.3,-5,-2
CCNc1nnc(SCC(=O)c2c(N)n(C3CC3)c(=O)[nH]c2=O)s1,1,-21,-0.4,2.2,21,12,-0.1,-2.3,-9,-1
COc1ccc(NC(=O)c2ccccc2NC(=O)CSc2ccc(Cl)cc2)cc1,.,-6,-0.2,1.6,6,4,1.7,-0.9,10,0
Cn1c(=O)c(=O)n(C)c2cc(S(=O)(=O)N3CCN(C4CCCCC4)CC3)ccc21,-5,-8,0.0,-0.5,8,4,2.1,-1.2,2,.
O=C(NCC(c1cccnc1)N1CCN(c2ccccc2F)CC1)OCc1ccccc1 (centres undefined),.,3,0.3,6.2,-3,-7,1.7,2.2,1,-2
COc1ccc(/C=C/C(=O)NC2CC3CCC2C3)cc1 (centres undefined),12,19,-3.2,2.2,-19,66,0.4,-0.6,0,-3
Cc1ccc(C(=O)O)cc1NC(=S)NC(=O)Cc1ccccc1,.,-17,-0.7,1.4,17,0,3.6,0.4,1,.
COc1ccc(CNC(=O)CSc2nnc3c(n2)[nH]c2ccc(OC)cc23)cc1,-5,.,-1.4,2.4,.,-2,2.1,-2.7,6,.
CN(C)CC(C)(C)CNC(=O)C1CCN(Cc2ccccc2O)CC1,-5,-13,-4.6,-0.4,13,.,-0.8,2.5,-18,-7
Brc1ccc(Nc2nc(-c3cccnc3)cs2)cc1,0,48,0.7,-0.9,-48,26,2.9,0.2,1,-3
NC(=O)C1(NC(=O)[C@@H]2CC3(CC(c4cccc(NC(=O)[C@@H]5CCC(=O)N5)c4)=NO3)CN2C(=O)Cc2ccc(C(F)(F)F)cc2)CC1 (some centres undefined),-3,-1,-0.4,1.7,1,2,3.5,3.9,-1,-5
O=C(CN1C(=O)CC(c2ccccc2)Sc2ccccc21)NCC1CCCO1 (centres undefined),-7,1,-2.8,4.4,-1,-7,4.6,-2.4,-3,-2
Cc1ccc(NC(=O)OCc2cn(-c3ccc(Cl)cc3)nn2)cc1,-4,-18,-1.5,0.3,18,.,3.6,-0.8,3,2
CC(C)C(c1nnnn1Cc1cccs1)N1CCN(C(=O)c2ccco2)CC1 (centres undefined),-2,-24,-0.8,0.4,24,-6,2.7,-0.5,-4,-2
CC1=C(C(=O)OCCBr)C(c2cccc3ccccc23)NC(=O)N1 (centres undefined),-2,-31,-2.6,0.4,31,5,-0.9,-1.4,-9,-2
Cc1cccc(OCc2nnc(SCC(=O)c3ccccc3)o2)c1,6,-37,-0.5,4.8,37,-7,2.2,-0.5,9,-3
COCCSc1nnc(NS(=O)(=O)c2ccc(F)cc2)s1,-6,6,-0.6,1.4,-6,6,4.0,-0.2,2,-1
Cc1nc(SCC(=O)NC(=O)NC(C)(C)C)nc(C)c1C,-3,.,-1.5,1.1,.,-10,-2.8,1.7,-14,-3
CCCCNC(=S)N(CCCN(C)C)Cc1cc2cc3c(cc2[nH]c1=O)OCO3,-1,9,-1.4,0.7,-9,.,5.7,-0.3,2,-27

# Shown as tab-separated lines: entries from further up.
canonical_smiles	Wnt act	SR-BI DiI inh	CAL PDZ FP-1	AddAB inh	SR-BI uptake up	MITF act	phage Ecoli inh	E coli growth	Tat transport	CAL PDZ FP-2
O=C(NCC(c1cccnc1)N1CCN(c2ccccc2F)CC1)OCc1ccccc1 (centres undefined)	.	3	0.3	6.2	-3	-7	1.7	2.2	1	-2
COc1ccc(/C=C/C(=O)NC2CC3CCC2C3)cc1 (centres undefined)	12	19	-3.2	2.2	-19	66	0.4	-0.6	0	-3

# Continuation:
SMILES,Wnt act,SR-BI DiI inh,CAL PDZ FP-1,AddAB inh,SR-BI uptake up,MITF act,phage Ecoli inh,E coli growth,Tat transport,CAL PDZ FP-2
CC(C)N(C(=O)CSc1nnc(-c2cc3ccccc3cc2O)n1Cc1ccco1)C(C)C,26,12,-1.1,-1.0,-12,0,2.2,0.5,6,-3
Cc1oc(-c2ccccc2F)nc1CS(=O)CC(=O)NCc1cccs1 (centres undefined),-1,-2,0.4,-7.0,2,-13,3.9,-3.1,2,-3
CCOC(=O)Nc1c(Cl)[nH]c(=O)n(C)c1=O,8,2,-7.7,.,-2,-5,1.6,.,-4,-4
CCCNc1nc(C)cc(-c2cc(C(=O)Nc3ccccc3)on2)n1,-6,22,-1.2,1.1,-22,-7,1.0,-3.6,0,1
CC/C=C/C(=O)N1CC2(CC(c3cccc(NC(=O)c4ccccc4)c3)=NO2)C[C@@H]1C(N)=O (some centres undefined),-4,34,-1.7,3.2,-34,-3,1.3,-0.5,-8,-1
O=C1CC(N2CCN(c3ccccc3F)CC2)C(=O)N1c1ccc2c(c1)OCCO2 (centres undefined),-2,-20,-1.4,2.8,.,0,1.1,-3.6,13,-3
Cn1c(SCC(=O)c2ccccc2)nnc1-c1ccncc1,4,-2,-1.1,-1.2,2,6,1.5,-0.3,-3,-12
CC(=O)N1CCCC1C(=O)O (centres undefined),0,0,0.0,.,0,7,2.2,.,-1,-1
CCS(=O)(=O)N1N=C(c2cccs2)CC1c1cc2cc(C)ccc2nc1Cl (centres undefined),-1,.,-3.0,1.3,.,27,3.1,0.7,11,-1
CC1(C)N=C(N)N=C(N)N1c1cccc(CN)c1,13,-7,0.5,3.3,7,-13,2.6,0.3,12,-1
Cc1ccc(NS(=O)(=O)c2c(C)[nH]c(C)c2C(=O)N2CCCC2)cc1,0,-16,-0.5,0.1,16,-3,-0.9,-3.0,4,3
CC(=O)Nc1c(OC(C)=O)ccc2c(C)cc(=O)oc12,.,0,-0.4,-0.7,0,-10,2.3,-6.2,-2,-1
CCOc1ccccc1-n1c(=S)sc2c(=O)n(-c3ccccc3)c(=S)[nH]c21,-2,-14,0.0,0.2,14,-8,3.5,1.3,3,-2
CN1/C(=C\C(=O)COC(=O)C2COc3ccccc3O2)C(C)(C)c2ccccc21 (centres undefined),.,-2,-0.5,-0.2,2,.,.,-4.3,2,1
O=C(CCCCn1c(=O)[nH]c2ccsc2c1=O)NCc1ccc2c(c1)OCO2,2,-21,-0.9,1.3,21,.,-0.5,-0.6,-8,.
O=C(CCc1nc2ccccc2c(=O)[nH]1)Nc1nc(-c2cccs2)cs1,7,-6,-2.0,-1.5,6,13,4.9,0.3,-4,-3
CC1CC(C)CN(S(=O)(=O)c2cc3c4c(c2)CCC(=O)N4CCC3)C1 (centres undefined),-2,-16,-0.8,1.1,16,5,1.2,-0.5,-3,-5
CCOC(=O)N1CCN(C(c2ccc(Cl)cc2)c2sc3nc(C)nn3c2O)CC1 (centres undefined),0,8,-0.5,1.5,-8,.,4.0,-0.6,-9,.
CCS(=O)(=O)C1=NN2C(=N)/C(=C\c3ccc(OC(=O)c4ccco4)cc3)C(=O)N=C2S1,1,-10,-4.9,-0.3,10,-8,-0.6,-0.2,2,-5
CCC1CCC2(CC1)NC(=O)N(CC(=O)c1c(C)[nH]c3ccccc13)C2=O (centres undefined),.,6,-0.9,4.9,-6,-3,3.4,0.4,4,-5
Cc1ccc(C)c(C(=O)OCC(=O)N(C)c2ccccc2)c1,-1,.,-2.3,0.2,.,.,-0.9,-3.6,-7,-10
O=C(CSc1ccc(-c2ccccn2)nn1)NCc1ccc(Cl)cc1,-1,.,-2.5,4.2,.,-4,6.2,2.8,-1,-2
CCN(CC)c1ccc(-n2cc3c(=O)n(C)c(=O)n(C)c3c2)cc1,.,74*,0.2,1.7,-74,18,2.2,-2.1,4,2
O=C1C(=O)N(Cc2ccco2)C(c2cccc(Cl)c2)/C1=C(\O)c1ccc2c(c1)OCCO2 (centres undefined),3,-18,-2.1,5.0,18,12,2.5,0.5,9,-2
CC(=O)/C(=C/N(C)C)C(=O)Nc1ccc(Cl)cc1Cl,1,9,-1.5,4.8,-9,-3,7.8,-2.4,-4,-3
COc1ccc(-n2cnnc2SCC(=O)c2cc(C)n(Cc3cccs3)c2C)cc1,.,-21,.,0.3,21,9,1.6,-0.4,5,-3
CC(NCc1cccn1C)c1ccccc1 (centres undefined),.,-5,-0.7,0.3,5,-11,5.0,0.4,-19,-6
CC(C)(C)c1nc2ccccc2c2nnc(SCC(=O)Nc3nc4ccccc4s3)n12,.,1,-1.7,0.9,-1,2,1.5,-1.4,4,0
C/C(=N/OC(=O)c1cccc(Cl)c1)c1nccs1,.,-24,-1.9,-0.3,24,.,1.6,0.3,0,0
Cc1cc(Cl)ccc1Oc1ncc(CN2CCN(c3ccccc3)CC2)s1,-3,-13,-0.8,1.5,13,-1,2.6,0.9,1,-3

# Grouped by structure: the compounds so far containing bromine (2)
SMILES,Wnt act,SR-BI DiI inh,CAL PDZ FP-1,AddAB inh,SR-BI uptake up,MITF act,phage Ecoli inh,E coli growth,Tat transport,CAL PDZ FP-2
Brc1ccc(Nc2nc(-c3cccnc3)cs2)cc1,0,48,0.7,-0.9,-48,26,2.9,0.2,1,-3
CC1=C(C(=O)OCCBr)C(c2cccc3ccccc23)NC(=O)N1 (centres undefined),-2,-31,-2.6,0.4,31,5,-0.9,-1.4,-9,-2
